West Nile antiviral: inhibition of WNV-induced cytopathic effect – cell-based, CPE readout (AID 1621); 0.02% of 290,000 active; West Nile virus-infected cells, CPE inhibition; higher % means a stronger effect; CPE inhibition, % at 10 µM; hits with a dose series show IC50 in µM; in the data active = a potency from the dose series; note: strong numbers were not always called active
PhoP inhibition: inhibitors of PhoP regulon expression, primary screen, Salmonella Typhimurium, GFP reporter (AID 1863). S. Typhimurium PhoP-regulated promoter GFP reporter, 4 h; higher % means a stronger effect. one-dose inhibition, % at 50 µM; IC50 in µM for titrated hits. 0.16% of 300,000 active;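 active = inhibition over 29.93%, a cutoff 3 SD above the screen mean, later confirmed by dose response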;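 note: 0% = low Mg2+ inducing control and 100% = high Mg2+ repressing control; strong numbers were not always called active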
T cell modulator: modulates CD8 T cell binding to vesicles | 2C CD8+ T cell-vesicle binding, flow cytometry; hits give low values | calls only at 7 µM | 0.068% of 330,000 active;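 active = response, share of CD8 T cells binding vesicles, and their 90th percentile fluorescence all below set limits, cut at about 80% in these data, passing the limit was not always enough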
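Assay system – 2C mouse CD8+ T cells · Also added – QL9-loaded Drosophila micro-vesicles · Timing – Cell–vesicle co-incubation 1.5 h at 37 °C, staining 20 min on ice · Signal – flow cytometry of vesicle-bound cells · Measure – percent CD8+ FL2 mean versus row control · Controls – Peptide-free naked vesicles (low) and QL9 vesicles with 0.7% DMSO vehicle (high)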
Large T inhibition: TAg ATPase/helicase activity blockers – biochemical (AID 1903); SV40 large T antigen ATPase/helicase inhibition assay; higher % means a stronger effect; inhibition, % at 20 µM; hits with a dose series show IC50 in µM; 0.39% of 310,000 active; in the data active = a potency from the dose series; note: strong numbers were not always called active
NTR1 ag: agonists of NTR1, primary screen, imaging, U2OS cells, beta-arrestin-GFP, high content (AID 493036); activation, % at 20 µM; 0.17% of 330,000 active; NTR1-U2OS beta-arrestin-GFP spot imaging, agonist mode;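 active = activation at or above 40% of the spot to cytoplasm intensity ratio, with at least 20 cells analyzed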;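 note: 0% = DMSO without peptide and 100% = 100 nM NTR1 peptide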
Target sequence (P30989 whole entry, looked up): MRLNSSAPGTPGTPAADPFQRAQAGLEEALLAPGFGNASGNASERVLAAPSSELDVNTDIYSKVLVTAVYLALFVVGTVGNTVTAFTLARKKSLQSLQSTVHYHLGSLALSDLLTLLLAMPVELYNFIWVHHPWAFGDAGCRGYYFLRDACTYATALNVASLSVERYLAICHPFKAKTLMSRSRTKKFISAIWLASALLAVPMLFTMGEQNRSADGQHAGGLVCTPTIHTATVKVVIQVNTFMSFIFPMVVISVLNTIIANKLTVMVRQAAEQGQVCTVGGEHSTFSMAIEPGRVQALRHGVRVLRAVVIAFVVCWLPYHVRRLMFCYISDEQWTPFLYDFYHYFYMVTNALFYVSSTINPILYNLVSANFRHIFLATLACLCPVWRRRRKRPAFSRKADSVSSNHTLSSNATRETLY
RSV CPE inhibition: inhibition of RSV-induced cytopathic effect – HEp-2 cells, primary 10 µM value included (AID 2391) | HEp-2 cells, RSV-induced CPE inhibition; higher % means a stronger effect | one-dose CPE inhibition, % at 10 µM; IC50 in µM for titrated hits | 0.13% of 310,000 active; in the data active = a potency from the dose series; note: strong numbers were not always called active
Dengue-2 NS5 capping: Dengue-2 NS5 methyltransferase inhibitors, primary screen, biochemical, confirmation dose response (AID 588689). 0.3% of 340,000 active. inhibition, % at 25 µM; hits with a dose series show IC50 in µM. Dengue-2 NS5 methyltransferase capping enzyme assay, biochemical; higher % means a stronger effect; in the data active = a potency from the dose series
K1F lysis inhibition: protection from phage-mediated lysis, alamar blue read-out – E. coli UTI89, K1F phage, bacterial capsule biogenesis inhibitors (AID 488966); one-dose inhibition, % at 100 µM; IC50 in µM for titrated hits; E. coli UTI89 K1F phage lysis, alamar blue, 2 h; higher % means a stronger effect; 0.02% of 340,000 active;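 active = phage lysis inhibition, versus mean bacterial control, above a set limit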;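 note: capsule biogenesis inhibitors block K1F phage lysis so surviving cells raise fluorescence; higher fluorescence means more inhibition of phage lysis; actives were called in the ten point dose series up to 300 µM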
MgcRacGAP inhibition: MgcRacGAP GTPase-activating activity inhibitors, confirmation, biochemical, ADP Hunter fluorescence; MgcRacGAP-stimulated Rac1 GTP hydrolysis, ADP Hunter fluorescence; higher % means a stronger effect; GST-tagged Rac1 F28L mutant substrate; inhibition, % at 30 µM; hits with a dose series show IC50 in µM; 0.6% of 340,000 active;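 active = first-screen hits whose inhibition reached a set limit at any dose in the follow-up dose series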;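 note: fluorescence reports GDP produced by GAP-driven GTP hydrolysis; strong numbers were not always called active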
T cell modulator vesicle-bound %: recorded beside T cell modulator, whose call it bears; double positive events, %; measured here: CD8+ vesicle-bound cell fraction;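 binding gate set so that unloaded-vesicle control wells show 10% double positive cells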
NTR1 ag cell count 20 µM: also measured in NTR1 ag; calls as there; cell count; measured here: cell count, cytotoxicity flag
Dengue-2 NS5 capping pilot replicate: recorded beside Dengue-2 NS5 capping, whose call it bears; inhibition, %; measured here: pilot screen replicate inhibition
* = called active by the depositor; [ ] = another dose, or the depositor's remark. Rows were taken by chance; 1.5% or so of the library scored in one or more.

For COc1cc(-c2nnc(SCC(=O)c3cc(C)n(CC4CCCO4)c3C)o2)cc(OC)c1OC (stereo not given) the results were West Nile antiviral 0.0%, PhoP inhibition 6%, T cell modulator inactive, Large T inhibition 5%, NTR1 ag 6.4, RSV CPE inhibition 8.7%, Dengue-2 NS5 capping -4%, K1F lysis inhibition 0.7%, MgcRacGAP inhibition -4%, T cell modulator vesicle-bound % 20 and NTR1 ag cell count 20 µM 78.
CN(CC(=O)Nc1ccccc1Cl)C(=O)CN1C(=O)NC(c2ccccc2)(c2ccccc2)C1=O was read as T cell modulator inactive, NTR1 ag -1.6, RSV CPE inhibition 2.2%, Dengue-2 NS5 capping -6%, K1F lysis inhibition 0.5%[50 µM], MgcRacGAP inhibition -1%, T cell modulator vesicle-bound % 35 and NTR1 ag cell count 20 µM 41.
Screening Cc1ccc(C2=NCCn3c2c2ccccc2[n+]3[O-])cc1 returned T cell modulator inactive, Large T inhibition 8%, NTR1 ag 0.1, RSV CPE inhibition 1.4%, Dengue-2 NS5 capping -1%, K1F lysis inhibition 0.4%, MgcRacGAP inhibition 10%, T cell modulator vesicle-bound % 48 and NTR1 ag cell count 20 µM 51.
`NCCCC[C@H]1CNC(=O)C(=O)N1CCc1cccc(F)c1` gave West Nile antiviral 1.4%, PhoP inhibition -6%, T cell modulator inactive, Large T inhibition 18%, NTR1 ag -3.2, RSV CPE inhibition 1.0%, Dengue-2 NS5 capping 0%, K1F lysis inhibition 2.0%, MgcRacGAP inhibition 6%, T cell modulator vesicle-bound % 44 and NTR1 ag cell count 20 µM 86.
For COc1ccc(CCNC(=O)CSc2nc3ccccc3o2)cc1 the results were West Nile antiviral 0.1%, PhoP inhibition 15%, T cell modulator inactive, Large T inhibition 9%, NTR1 ag -0.4, RSV CPE inhibition 1.0%, Dengue-2 NS5 capping 5%, K1F lysis inhibition 0.1%, MgcRacGAP inhibition 14%, T cell modulator vesicle-bound % 23 and NTR1 ag cell count 20 µM 29.
For COc1cccc(CNC(=O)COC(=O)c2nc(Cl)c(Cl)c(Cl)c2Cl)c1 the results were T cell modulator inactive, NTR1 ag 21, RSV CPE inhibition 0.1%, Dengue-2 NS5 capping -4%, K1F lysis inhibition 0.6%[50 µM], MgcRacGAP inhibition 8%, T cell modulator vesicle-bound % 40 and NTR1 ag cell count 20 µM 39.
`CCc1nc(SCc2ccc(OC)c(Br)c2)n[nH]1` gave West Nile antiviral -0.6%, PhoP inhibition 3%, T cell modulator inactive, Large T inhibition 1%, NTR1 ag -0.3, RSV CPE inhibition 0.9%, Dengue-2 NS5 capping 2%, K1F lysis inhibition 1.0%[50 µM], MgcRacGAP inhibition 5%, T cell modulator vesicle-bound % 41 and NTR1 ag cell count 20 µM 94.
`N#C/C(=C(/O)CN1CCOCC1)c1nc(-c2ccccc2)cs1` gave West Nile antiviral 0.2%, PhoP inhibition -7%, T cell modulator inactive, Large T inhibition 18%, NTR1 ag 3.0, RSV CPE inhibition -1.1%, Dengue-2 NS5 capping -6%, K1F lysis inhibition 0.3%, MgcRacGAP inhibition 14%, T cell modulator vesicle-bound % 11 and NTR1 ag cell count 20 µM 48.
`COc1cc(CNCc2cccs2)ccc1OCC(=O)NC(C)(C)C` gave West Nile antiviral -0.8%, PhoP inhibition 7%, T cell modulator inactive, Large T inhibition 2%, NTR1 ag 1.5, RSV CPE inhibition -0.7%, Dengue-2 NS5 capping 0%, K1F lysis inhibition 6.1%, MgcRacGAP inhibition 5%, T cell modulator vesicle-bound % 11 and NTR1 ag cell count 20 µM 70.
Screening CCOC(CNC(=O)C(=O)Nc1cc2c3c(c1)CCN3C(=O)CC2)OCC returned West Nile antiviral -0.1%, PhoP inhibition -3%, T cell modulator inactive, Large T inhibition 4%, NTR1 ag 0.9, RSV CPE inhibition 8.5%, Dengue-2 NS5 capping -8%, K1F lysis inhibition -6.3%, MgcRacGAP inhibition -15%, T cell modulator vesicle-bound % 6 and NTR1 ag cell count 20 µM 61.
Screening COc1ccc(CN(CC(=O)NC2CCCC2)C(=O)CCC(=O)Nc2nc(C)cs2)cc1 returned West Nile antiviral -0.8%, PhoP inhibition -5%, T cell modulator inactive, Large T inhibition 7%, NTR1 ag -2.8, RSV CPE inhibition 1.2%, Dengue-2 NS5 capping 5%, K1F lysis inhibition 0.3%, MgcRacGAP inhibition 6%, T cell modulator vesicle-bound % 7 and NTR1 ag cell count 20 µM 50.
For C=CCS(=O)(=O)N1CCCC(N2CCN(c3ccccc3OC)CC2)C1 (stereo not given) the results were West Nile antiviral -0.5%, PhoP inhibition 3%, T cell modulator inactive, Large T inhibition 5%, NTR1 ag 0.0, RSV CPE inhibition 0.8%, Dengue-2 NS5 capping -8%, K1F lysis inhibition -0.1%, MgcRacGAP inhibition 6%, T cell modulator vesicle-bound % 60, NTR1 ag cell count 20 µM 66 and Dengue-2 NS5 capping pilot replicate 0.6.

The final two records of the part before come first, to join the parts.
Screening COc1ccc(CN(CC(=O)NC2CCCC2)C(=O)CCC(=O)Nc2nc(C)cs2)cc1 returned West Nile antiviral -0.8%, PhoP inhibition -5%, T cell modulator inactive, Large T inhibition 7%, NTR1 ag -2.8, RSV CPE inhibition 1.2%, Dengue-2 NS5 capping 5%, K1F lysis inhibition 0.3%, MgcRacGAP inhibition 6%, T cell modulator vesicle-bound % 7 and NTR1 ag cell count 20 µM 50.
For C=CCS(=O)(=O)N1CCCC(N2CCN(c3ccccc3OC)CC2)C1 (stereo not given) the results were West Nile antiviral -0.5%, PhoP inhibition 3%, T cell modulator inactive, Large T inhibition 5%, NTR1 ag 0.0, RSV CPE inhibition 0.8%, Dengue-2 NS5 capping -8%, K1F lysis inhibition -0.1%, MgcRacGAP inhibition 6%, T cell modulator vesicle-bound % 60, NTR1 ag cell count 20 µM 66 and Dengue-2 NS5 capping pilot replicate 0.6.
Cc1ccc(-c2csc(NC(=O)CSc3nc4ccccc4o3)n2)cc1 was read as West Nile antiviral -0.3%, PhoP inhibition 0%, T cell modulator inactive, Large T inhibition 1%, NTR1 ag 5.4, RSV CPE inhibition 3.0%, Dengue-2 NS5 capping 4%, K1F lysis inhibition 0.6%, MgcRacGAP inhibition 5%, T cell modulator vesicle-bound % 41 and NTR1 ag cell count 20 µM 45.
CN(C)C(=O)CSc1nc2ccccc2n1CC(=O)N1CCN(c2ccccc2)CC1 was read as West Nile antiviral -0.8%, PhoP inhibition -6%, T cell modulator inactive, Large T inhibition 11%, NTR1 ag -0.8, RSV CPE inhibition 1.5%, Dengue-2 NS5 capping 2%, K1F lysis inhibition -0.1%, MgcRacGAP inhibition -5%, T cell modulator vesicle-bound % 8 and NTR1 ag cell count 20 µM 82.
Screening O=C(CSc1nnc(NC(=O)c2ccc(F)cc2)s1)NC1CCCC1 returned West Nile antiviral 0.1%, PhoP inhibition -1%, T cell modulator inactive, Large T inhibition 16%, NTR1 ag -1.3, RSV CPE inhibition 0.3%, Dengue-2 NS5 capping 0%, K1F lysis inhibition 0.3%, MgcRacGAP inhibition 4%, T cell modulator vesicle-bound % 19 and NTR1 ag cell count 20 µM 56.
COCCCNC(=S)Nc1ccccc1C was read as West Nile antiviral 0.1%, PhoP inhibition -3%, T cell modulator inactive, Large T inhibition 13%, NTR1 ag 0.8, RSV CPE inhibition 0.5%, Dengue-2 NS5 capping -6%, K1F lysis inhibition 0.0%, MgcRacGAP inhibition 13%, T cell modulator vesicle-bound % 55 and NTR1 ag cell count 20 µM 80.
`COC(=O)c1sccc1NC(=S)Nc1cc(C)cc(C)c1` gave West Nile antiviral -0.5%, PhoP inhibition -1%, T cell modulator inactive, Large T inhibition -5%, NTR1 ag 5.6, RSV CPE inhibition 3.8%, Dengue-2 NS5 capping 3%, K1F lysis inhibition 0.1%, MgcRacGAP inhibition 6%, T cell modulator vesicle-bound % 61 and NTR1 ag cell count 20 µM 56.
Screening CCCCCCNC(=O)CCNC(=O)c1cc(OC)c(OC)c(OC)c1 returned West Nile antiviral -1.0%, PhoP inhibition -15%, T cell modulator inactive, Large T inhibition 1%, NTR1 ag 2.4, RSV CPE inhibition -0.8%, Dengue-2 NS5 capping 0%, K1F lysis inhibition -0.3%, MgcRacGAP inhibition 4%, T cell modulator vesicle-bound % 1 and NTR1 ag cell count 20 µM 66.
`CC(C)N(Cc1cn(C)nc1-c1cccc(Cl)c1)CC1CCC(=O)N1` (stereo not given) gave West Nile antiviral -0.7%, T cell modulator inactive, Large T inhibition 17%, NTR1 ag -0.8, RSV CPE inhibition -0.9%, Dengue-2 NS5 capping 13%, K1F lysis inhibition -0.1%, MgcRacGAP inhibition 11%, T cell modulator vesicle-bound % 38 and NTR1 ag cell count 20 µM 47.
Cc1c(C(=O)Nc2ccc3c(c2)OCCO3)cnn1C was read as West Nile antiviral 0.2%, PhoP inhibition -5%, T cell modulator inactive, Large T inhibition 2%, NTR1 ag 0.1, RSV CPE inhibition 0.5%, Dengue-2 NS5 capping 2%, K1F lysis inhibition 0.3%, MgcRacGAP inhibition 2%, T cell modulator vesicle-bound % 48 and NTR1 ag cell count 20 µM 49.
For Cc1ccc(NC(=S)NNC(=O)c2ccccc2O)c(C)c1 the results were West Nile antiviral -1.3%, PhoP inhibition -9%, T cell modulator inactive, Large T inhibition 12%, NTR1 ag 2.9, RSV CPE inhibition 5.7%, Dengue-2 NS5 capping 3%, K1F lysis inhibition 0.5%, MgcRacGAP inhibition 13%, T cell modulator vesicle-bound % 46 and NTR1 ag cell count 20 µM 62.
For O=C(CSc1nnc2c(n1)[nH]c1ccccc12)NC1CCCCC1 the results were West Nile antiviral -0.8%, PhoP inhibition 2%, T cell modulator inactive, Large T inhibition -3%, NTR1 ag 0.6, RSV CPE inhibition 0.1%, Dengue-2 NS5 capping -10%, K1F lysis inhibition 0.2%, MgcRacGAP inhibition 4%, T cell modulator vesicle-bound % 22 and NTR1 ag cell count 20 µM 46.
CCOC(=O)c1cc2c(C)n(-c3ccc(N(C)C)cc3)c(C)c2cc(C(=O)OCC)c1=O was read as West Nile antiviral 0.0%, PhoP inhibition 7%, T cell modulator inactive, Large T inhibition 9%, NTR1 ag 0.3, RSV CPE inhibition 1.6%, Dengue-2 NS5 capping -3%, K1F lysis inhibition 0.8%, MgcRacGAP inhibition 3%, T cell modulator vesicle-bound % 23 and NTR1 ag cell count 20 µM 89.
`O=c1[nH]cccc1-c1nc2ccccc2n1Cc1cccc(Cl)c1` gave West Nile antiviral -0.9%, PhoP inhibition 0%, T cell modulator inactive, Large T inhibition 7%, NTR1 ag -0.7, RSV CPE inhibition 2.8%, Dengue-2 NS5 capping -12%, K1F lysis inhibition 0.1%, MgcRacGAP inhibition 4%, T cell modulator vesicle-bound % 64 and NTR1 ag cell count 20 µM 75.
